# MBNL1-CUG inh – MBNL1-poly(CUG) RNA binding inhibition; Q9NR56; TR-FRET MBNL1-His/biotin-(CUG)12 binding, 665/545 ratio; Potency, µM (highest dose often 57.5 µM), for inactives: top-dose activity change, negative = inhibition, hits mostly inhibitors; 0.036% of 280,000 active; AID 2675; active = well fitted inhibition curve with a large enough effect in the signal ratio, with a control signal flat, not every such curve was filed as active; inconclusive = small, poorly fitted or top-dose-only effect, or effect the other way, or a change in a side signal; inactive = no such curve, though single readings can be large or run the other way; the % refers to the signal ratio; also: % is scaled to controls: 0 for no effect and ±100 for the full control effect
#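 TR-FRET readout: Ex 340 nm, 665/545 nm emission ratio, normalized to buffer-only (basal) and MBNL1-(CUG)12 controls. Complex of MBNL1-His with Biotin-(CUG)12, compounds 92 nM–58 uM, incubated 60 min at room temperature.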
# CXXC DNA block – inhibitors of human MLL CXXC domain-DNA interaction. Q03164. MLL-CXXC / FITC-HOXA9 DNA fluorescence polarization. Potency, µM (top dose mostly 115 µM), inactives show at the top dose activity change, negative = inhibition, usual class: inhibitors. 0.037% of 290,000 active. AID 2662; active = well fitted inhibition curve with a large enough effect in the polarisation, with a control signal flat, not every such curve was filed as active; inconclusive = small, poorly fitted or top-dose-only effect, or effect the other way, or a change in a side signal; inactive = no such curve, though single readings can be large or run the other way; the % refers to the polarisation
#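 Fluorescence polarization: 7 uM MLL-CXXC (stock) preincubated 5 min with compounds, then 50 nM fluorescein-HOX-A9 DNA (stock) added; 30 min ambient. Buffer 50 mM Tris-HCl pH 7.5, 50 mM NaCl, 1 mM DTT, 0.05% BSA.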
# RORgamma inh – ROR gamma (mouse) transcription inhibition | Drosophila S2 Gal4-RORgamma UAS-luciferase reporter, 20 h | Potency, µM (titrated, usually from 53.6 µM), without a hit: at the highest dose activity change, negative = inhibition, usual class: inhibitors | 5.4% of 310,000 active | AID 2551; also: % is scaled to controls: 0 for no effect and ±100 for the full control effect; nearly all actives have a fitted effect of over 60% in size
# Target sequence (P51450 whole entry, looked up, the tested form may be a part): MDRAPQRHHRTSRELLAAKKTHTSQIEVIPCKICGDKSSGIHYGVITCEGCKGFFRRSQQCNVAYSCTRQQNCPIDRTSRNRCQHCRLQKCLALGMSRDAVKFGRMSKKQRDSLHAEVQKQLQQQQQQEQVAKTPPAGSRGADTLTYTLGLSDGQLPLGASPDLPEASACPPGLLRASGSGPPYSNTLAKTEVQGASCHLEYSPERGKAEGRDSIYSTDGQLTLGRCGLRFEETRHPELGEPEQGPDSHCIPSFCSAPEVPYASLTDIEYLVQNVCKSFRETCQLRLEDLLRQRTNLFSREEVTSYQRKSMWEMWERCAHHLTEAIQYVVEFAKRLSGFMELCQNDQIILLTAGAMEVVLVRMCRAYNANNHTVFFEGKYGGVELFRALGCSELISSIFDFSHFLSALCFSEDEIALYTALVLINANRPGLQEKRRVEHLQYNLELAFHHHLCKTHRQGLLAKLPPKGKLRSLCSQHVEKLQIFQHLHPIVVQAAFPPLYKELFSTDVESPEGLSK
#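 Read-out: Photinus luciferase luminescence; inhibitors lower reporter signal. Insect Schneider cells with Gal4-ROR gamma fusion under metallothionein promoter, UAS reporter; 700 uM final copper sulfate induction, 20 hr, ambient temperature.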
# FLuc counter – inhibits or activates purified firefly luciferase, miR-21 counter-screen; P08659; purified FLuc, Km substrates, luminescence inhibition; Potency, µM (titrated, usually from 57.5 µM), without a hit: top-dose activity change, negative = inhibition, usual class: inhibitors; 6.9% of 360,000 active; AID 588342;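 also: plate controls were vehicle for no effect and reference inhibitor for full effect; nearly all actives have a fitted effect of over 55% in size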
# Target sequence (P08659 whole entry, looked up): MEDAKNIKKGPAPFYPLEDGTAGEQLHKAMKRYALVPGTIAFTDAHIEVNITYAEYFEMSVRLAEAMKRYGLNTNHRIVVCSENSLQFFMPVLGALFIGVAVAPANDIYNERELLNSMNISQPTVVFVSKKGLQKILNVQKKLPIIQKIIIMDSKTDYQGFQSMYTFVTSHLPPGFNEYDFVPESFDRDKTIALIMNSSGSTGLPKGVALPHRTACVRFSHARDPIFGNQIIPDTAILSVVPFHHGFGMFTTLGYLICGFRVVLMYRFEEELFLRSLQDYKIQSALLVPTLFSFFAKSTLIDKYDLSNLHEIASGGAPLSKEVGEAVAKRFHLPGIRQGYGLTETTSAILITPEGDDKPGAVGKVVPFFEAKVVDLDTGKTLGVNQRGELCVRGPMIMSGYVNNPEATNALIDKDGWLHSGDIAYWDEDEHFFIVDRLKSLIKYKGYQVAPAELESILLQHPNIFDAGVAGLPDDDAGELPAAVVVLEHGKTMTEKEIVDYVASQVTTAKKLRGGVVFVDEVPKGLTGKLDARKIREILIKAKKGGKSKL
#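 Purified P. pyralis luciferase (10nM final) with 10uM D-luciferin and 10uM ATP (Km levels) in 50mM Tris acetate pH 7.5, 10mM Mg acetate, 0.01% Tween-20, 0.05% BSA; qHTS 6-point titration, ~60 µM downward; luminescence read.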
# ELG1 genotox – inducers of genotoxicity in HEK293T ELG1-luciferase cells; HEK293T ELG1-luciferase reporter, luminescence, 16 h; Potency, µM (doses to about 46 µM), inactives show at the highest dose activity change, positive = activation, usual class: activators; 1.3% of 330,000 active; AID 504466; also: % of control where 0% means no effect; nearly all actives have a fitted effect of over 60% in size
#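 16 hr compound incubation (37 °C, 5% CO2) of HEK293T cells carrying luciferase-tagged ELG1; luciferase then measured by ONE-Glo luminescence after 30 min at RT.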
# uPA generation – inhibitors of cell surface uPA generation; Potency, µM (top dose mostly 38.3 µM), inactives show at the top dose activity change, negative = inhibition, hits mostly inhibitors; 0.31% of 330,000 active; cell surface uPA generation assay, qHTS; active = well fitted inhibition curve with a large enough effect; inconclusive = small, poorly fitted or top-dose-only effect; inactive = no such curve, though single readings can be large or run the other way; tested in mouse RAW 264.7 cells; also: % is scaled to controls: 0 for no effect and ±100 for the full control effect; nearly all actives have a fitted effect of over 55% in size
# BRCA1 expr up – BRCA1 expression activation. MCF7-BRCA1-FFLuc reporter, luminescence, 48 h; response scale: scaled: vehicle 0%, 10 µM genistein 100%. Potency, µM (top dose mostly 46.1 µM), for the others: at the top dose activation, hits mostly activators. 1.1% of 380,000 active; also: nearly all actives have a fitted effect of over 80% in size; some results filed as inactive show a strong effect at the top dose
#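 Luminescence from a BRCA1-driven firefly luciferase in MCF7 cells was read after 48 h compound exposure at 37 C. Data normalized against DMSO and a 10microM genistein activation control, then curve-fitted across the titration.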
# p53 reactivator – restores transcriptional activity of mutant p53; H1299 p53-A138V BP100-luciferase reporter, luminescence, 24 h; Potency, µM (top dose mostly 92.2 µM), inactives show top-dose activity change, positive = activation, actives largely listed as activators; AID 504706; 0.063% of 320,000 active; also: % of control where 0% means no effect; nearly all actives have a fitted effect of over 45% in size
#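 H1299 (p53-null), stable ts p53-A138V + BP100-Luc; 1000 cells/well, Opti-MEM/10% FBS; cpd 4 pt, 1:5; 24 h, 37 deg C, 5% CO2; detection reagent 10 min RT; luminescence.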
# NPC1 promoter act – activators of NPC1 promoter; Huh7 NPC1 promoter luciferase reporter, 24 h; Potency, µM (top dose mostly 9.22 µM), for the others: at the highest dose activation, most hits filed as activators; 2.4% of 320,000 active; AID 485313;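 also: % of control where 0% means no effect; nearly all actives have a fitted effect of over 60% in size; reporter is driven by a mutant NPC1 promoter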
#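 Quantitative HTS used a cell-based reporter: Huh7 cells stably bearing the NPC1 promoter upstream of luciferase were treated with compounds for 24 h, and promoter activation was read as luminescence.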
# Rab9 prom act – Rab9 promoter activation; Huh7 Rab9 promoter-luciferase reporter, luminescence, 24 h; 2.8% of 320,000 active; Potency, µM (highest dose often 9.22 µM), for inactives: at the highest dose activation, negative = inhibition, usual class: activators; AID 485297; also: % of control where 0% means no effect; nearly all actives have a fitted effect of over 60% in size
#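 Rab9 promoter-driven luciferase in stably transfected Huh7 cells; 1500 cells/well rested 2 h, exposed to compound in DMSO for 24 h at 37 °C, 5% CO2. Luminescence read 10 min after adding luciferase reagent at ambient temperature.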
# VP16 counter – Gal4-VP16 reporter inhibition counter-screen; Drosophila S2 Gal4-VP16 UAS-luciferase, luminescence, 20 h; 3.5% of 310,000 active; Potency, µM (titrated, usually from 53.6 µM), for the others: at the highest dose activity, negative = inhibition, actives largely listed as inhibitors;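 also: Gal4-VP16 expression switched on by copper sulfate through the metallothionein promoter; % is scaled to controls: 0 for no effect and ±100 for the full control effect; nearly all actives have a fitted effect of over 50% in size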
# An asterisk follows results filed as active; u = inconclusive; x = no result given; & = joins results of further samples; [ ] = remark or other dose. Unless noted, calls follow the shape of the dose curve; as a rule, active = well fitted curve in the direction sought with a large enough effect; inconclusive = small, poorly fitted or top-dose-only effect, or another doubt; inactive = no such curve, though single readings can be large; an effect the other way counts as inactive or inconclusive. Potency is read from the fitted curve at half-maximal effect. An excerpt. The share of hits here may be higher or lower than overall.
mol,MBNL1-CUG inh,CXXC DNA block,RORgamma inh,FLuc counter,ELG1 genotox,uPA generation,BRCA1 expr up,p53 reactivator,NPC1 promoter act,Rab9 prom act,VP16 counter
Cc1cccc(N2CC(C(=O)OCc3ccc([N+](=O)[O-])cc3)CC2=O)c1 (configuration not stated),16.4%,1.9%,-1.1%,5.2%,-0.6%,7.5%,12.0%,-3.5%,-5.5%,-2.1%,-0.5%
COc1ccc(C(CNC(=O)Cn2c(=O)oc3ccccc32)N(C)C)cc1 (configuration not stated),-6.5%,2.7%,-44.2%,-1.6%,4.5%,2.1%,-7.0%,-5.9%,9.2%,-9.8%,-22.4%
Clc1ccc2nsnc2c1NC1=NCCN1,x,-3.2%,-0.8%,-0.3%,-19.2%,11.6%&7.7%,2.9%&19.6%,0.0%,1.9%[46.1 µM],-1.8%[46.1 µM],u
Cc1ccc(-n2[nH]c(C)c(/C=N/c3cccc(C)n3)c2=O)cc1,-16.6%,18.7%,-8.0%,u,2.3%,-6.4%,-6.0%,1.8%,3.2%,2.9%,6.9%
COc1ccc(C(C(=O)NC2CCCC2)N(C(=O)c2ccco2)c2ccc3c(c2)OCO3)cc1OC (configuration not stated),-2.3%,-7.8%,-1.9%,-0.5%,-0.4%,1.4%,-4.0%,u,-4.9%,-3.4%,0.6%
CC(=O)Nc1ccc(Nc2nc(C)cc(C)n2)cc1,6.3%,5.7%,29.5%,5.6%,5.2%,-2.5%,24.3%,x,18.0%,13.6%,6.0%
O=C(Nc1cccc(S(=O)(=O)NC2=NCCCCC2)c1)c1cc(-c2ccco2)nc2ccccc12,x,13.8%,18.3%,-3.0%,-6.8%,4.7%,-1.7%,-9.6%,3.4%,15.8%,-9.6%
CN1CCN(Cc2nc3ccccc3n2C)CC1CCO (configuration not stated),5.3%,0.2%,-13.0%,6.0%,1.1%,8.3%,-1.0%,x,3.2%,5.6%,-3.5%
O=C1NC(c2ccccc2)=C(c2nc3ccccc3s2)C(c2ccccc2)N1 (configuration not stated),5.0%,0.1%,u,-1.2%,-12.1%,x,-66.8%,-7.6%,1.9%,-8.8%,-16.2%
CCCOC(=O)c1ccc(NC(=O)CSC2=Nc3ccccc3C3CC=NN23)cc1 (configuration not stated),-5.8%,-4.1%,u,1.0%,-2.1%,5.5%,23.1%,1.3%,-0.5%,-0.6%,-2.8%
COCCn1c(SCC(=O)N2CCOCC2)nnc1-c1ccncc1,-4.2%,-2.8%,-21.5%,0.8%,-1.1%,-0.8%,6.2%,u,2.4%,2.5%,-5.4%
CC(=O)Nc1c(N)c2ccccc2oc1=O,-0.8%,17.3%,5.6%,-0.9%,1.4%,4.1%,26.5%,-0.1%,-0.6%,7.0%,-5.2%
CC(=O)Nc1cccc(NC(=O)CCc2ccccc2)c1,-0.4%,-3.8%,56.7%,u,2.4%,-5.1%,30.4%,4.8%,0.4%,0.0%,-4.2%
CC1C2C(C)N(C)C(=O)N(C)C2N(C)C(=O)N1C (configuration not stated),-3.3%,u,-17.0%,0.0%[2.3 µM],-1.4%,4.2%,-7.3%,-4.3%,0.7%,-0.6%,-9.5%
CCOC(=O)c1c(C)[nH]c(C(=O)OCC(=O)c2ccccc2)c1C,x,x,x,0.849µM*,0.92µM*,u,u,10.2%,0.501µM*,0.447µM*,x
COc1ccccc1N(C)S(=O)(=O)c1ccc(C)c(C(=O)NCc2ccccn2)c1,x,x,x,-2.2%,-6.1%,5.7%,1.8%,-5.2%,-1.1%,-10.0%,x
CCCCOc1ccc(S(=O)(=O)n2c(C)nc3ccccc32)cc1,0.3%,5.9%,21.6%,-5.6%,-3.8%,-1.1%,-39.9%,8.2%,-3.6%,3.3%,u
Cc1ccc(NCCC(=O)c2ccc(Cl)c(Cl)c2)cc1,-0.1%,-7.6%,14.7%,-2.9%,2.9%,-15.9%,-5.9%,-0.2%,1.2%,12.1%,1.3%
CC(C)C[C@@H](CC#N)N1CCN(CCc2ccccc2)CCC1=O,-4.6%,3.6%,-16.2%,-0.3%,1.4%,0.6%,0.6%,9.0%,-1.6%,-0.3%,-4.3%
COc1ccc(Cn2nnnc2C(c2cc3cccc(C)c3[nH]c2=O)N2CCN(C)CC2)cc1 (configuration not stated),4.4%,6.1%,4.3%,-0.1%,1.7%,-17.1%,-9.6%,6.0%,-2.2%,-3.1%,-2.3%
COc1ccc(-c2nnc3ccc(SC)nn23)cc1,u,-3.4%,12.7%,-0.9%,-0.9%,0.1%,-50.7%,-22.9%,1.0%,16.0%,-12.4%
O=c1/c(=C/c2ccc(O)cc2)sc2nc3cc(Br)cnc3n12,-10.9%,-5.8%,-1.6%,u,8.6%,x,x,6.5%,-1.1%,15.5%,-17.3%
Cc1ccc(-n2nc(C)c3c2OC(N)=C(C#N)C3c2ccc(F)cc2)cc1 (configuration not stated),-5.5%,0.4%,-9.4%,0.1%,1.6%,x,-39.7%,-4.8%,1.1%,0.9%,5.4%
COc1ccc(NC(=O)CC2SC(=Nc3ccccc3)NC2=O)cc1 (configuration not stated),-18.0%,4.4%,u,1.0%,-5.5%,7.1%,1.7%,-20.9%,-0.1%,-2.8%,u
COc1ccc(OCC(O)CNC(=O)c2sccc2Cl)cc1 (configuration not stated),x,-3.3%,19.8%,-17.5%,3.0%,2.2%,18.0%,3.1%,0.3%,6.5%,23.0%
CCOCc1c(C(=O)NC2=Nc3ccccc3NC(CC)=C2C(=O)OCC)oc2ccccc12,2.3%,-5.4%,5.9%,-7.2%,-14.2%,4.6%,-21.2%,-3.9%,1.2%,-1.9%,-12.0%
COc1ccc2nc(C)cc(N3CCC(C(N)=O)CC3)c2c1,26.6%,u,-9.4%,-2.1%,0.6%,-0.4%,22.5%,-0.3%,0.4%,-2.4%,-4.9%[10 µM]
O=C(OCc1nnc(-c2ccc(Cl)cc2)o1)c1ccc(O)cc1,-6.8%,-3.6%,16.8%,u,7.3%,2.7%,-1.7%,6.9%,5.4%,8.9%,4.4%
COCCNC(=O)C1Cc2cc(S(=O)(=O)N3CCCC3)ccc2N1C(C)=O (configuration not stated),-0.5%,0.9%,-11.6%,-0.5%,2.7%,-1.9%,-5.7%,0.8%,-1.6%,-0.7%,0.3%
COc1ccccc1-c1coc2cc(O)cc(O)c2c1=O,-1.1%,3.6%,u,21.3µM*,16.4µM*,-7.7%,u,u,21.2%,u,12.2%
Cc1cc(Cl)ccc1NC(=O)CN1C(=O)NC2(CCCC2)C1=O,-4.3%,34.8%[activator],-2.8%,-2.5%,2.4%,5.9%,9.0%,-0.6%,0.6%,-4.0%,-4.1%
O=C(Nc1ccc(S(=O)(=O)N2CCCCC2)cc1)c1ccc(CN2CCc3ccccc3C2)cc1,-1.0%,30.7%[activator],u,0.4%,-8.2%,-11.6%,-59.0%,8.7%,-30.9%[inhibitor],-36.6%[inhibitor],4.47µM*
COc1ccc(N2CCN(C(=O)c3ccc(S(=O)(=O)N4CCOCC4)cc3)CC2)cc1,-5.6%,-4.8%,22.1%,8.6%,0.3%,-5.8%,-40.0%,-9.9%,-4.9%,-9.1%,0.9%
CCOC(=O)c1[nH]c2ccc(Br)cc2c1NC(=O)CCN1CCCC(C)C1 (configuration not stated),13.9%[11.5 µM],7.3%,2.2%,-5.2%,-2.7%,x,x,-4.2%,2.9%,8.7%,-15.0%
O=C(c1ccc(Cl)cc1)N1CCC(O)(CSc2ccccc2)CC1,3.8%,11.1%,25.1%,4.5%,-10.4%,2.1%,-26.2%,11.2%,-5.2%,1.1%,8.2%
O=C(Nc1ccccc1Cl)ON=C1c2ccccc2-c2ccccc21,u,7.3%,u,u,-5.0%,18.1%,u,2.1%,-1.8%,-1.4%,u
COC(=O)c1cn(CCOc2ccccc2OC)c2ccccc12,-7.4%,-2.4%,u,-0.4%,-0.2%,-0.1%,-41.7%,-9.8%,-7.7%,-5.1%,u
CN(CC(=O)Nc1ccccc1Cl)C(=O)c1ccc(N2CCCCCC2)c([N+](=O)[O-])c1,x,x,x,u,1.5%,-2.5%,38.5%,u,3.5%,2.1%,x
CC(C)(C)C(=O)NC(=S)Nc1ccccc1C(=O)NC1CCCCC1,5.1%,-3.5%,u,0.8%,8.2%,-3.3%,-3.5%,2.2%,-9.1%,-4.3%,22.0%

# High-throughput results (PubChem BioAssay)
